Y pestis TopoI – inhibitors of Yersinia pestis topoisomerase I; Y. pestis Topo-I cleavage product accumulation, plate reader; activity, % at 10 µM; 360,000 tested, 0.064% active; AID 504884; in the data active = activity above about 50%, passing the limit was not always enough; also: inactives centre near 2
VHR inh abs – blocks human VHR1 dual specificity phosphatase; recombinant VHR phosphatase, pNPP absorbance; P51452; 290,000 tested, 0.52% active; inhibition, % at 13.3 µM; in the data active = inhibition above about 50%; also: some compounds called inactive have numbers as strong as hits
Target sequence (P51452 whole entry, looked up): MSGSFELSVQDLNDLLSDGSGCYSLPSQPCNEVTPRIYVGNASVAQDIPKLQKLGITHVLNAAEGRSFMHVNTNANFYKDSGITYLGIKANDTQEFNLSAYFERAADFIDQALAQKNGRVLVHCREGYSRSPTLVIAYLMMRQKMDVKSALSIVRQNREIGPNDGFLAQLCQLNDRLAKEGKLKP
Rv3671c protease – inhibits the M. tuberculosis serine protease Rv3671c; AID 2606; inhibition, % at 5.96 µM; 320,000 tested, 0.048% active; in the data active = inhibition above about 38%;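 also: extracellular domain of Rv3671c used as enzyme; 0% = enzyme with DMSO and 100% = no enzyme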
Target sequence (P9WHR9 whole entry, looked up, the tested form may be a part): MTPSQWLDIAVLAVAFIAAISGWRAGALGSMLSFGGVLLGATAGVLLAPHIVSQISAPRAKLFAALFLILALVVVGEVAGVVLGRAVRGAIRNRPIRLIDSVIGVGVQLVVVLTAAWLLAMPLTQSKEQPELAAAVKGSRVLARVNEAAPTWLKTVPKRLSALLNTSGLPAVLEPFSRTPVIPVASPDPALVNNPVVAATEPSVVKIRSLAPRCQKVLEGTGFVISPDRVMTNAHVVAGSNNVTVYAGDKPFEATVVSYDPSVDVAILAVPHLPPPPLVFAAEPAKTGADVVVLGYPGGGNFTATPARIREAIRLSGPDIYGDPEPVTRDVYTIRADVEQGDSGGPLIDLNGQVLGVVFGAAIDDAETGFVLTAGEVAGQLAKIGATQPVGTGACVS
MazF activator – activators of E. coli MazEF toxin-antitoxin RNase; activation, % at 20 µM; AID 504720; 350,000 tested, 0.32% active; P0AE70; FAM/BHQ RNA-DNA oligo cleavage fluorescence, 5 h; in the data active = activation above about 50%
Target sequence (P0AE70 whole entry, looked up): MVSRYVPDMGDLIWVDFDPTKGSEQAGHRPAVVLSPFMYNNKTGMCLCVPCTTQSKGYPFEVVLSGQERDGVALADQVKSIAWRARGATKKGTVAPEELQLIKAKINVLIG
BH1578 lux ind – quorum light induction in luxS cqsA deficient V. cholerae; activation, % at 18.7 µM; V. cholerae BH1578 lux reporter, luminescence, 6 h; 350,000 tested, 0.16% active; in the data active = activation mostly above about 9.7%, no sharp cut-off; also: not every result past the cut was called active; inactives centre near 0; reference of the scale not given here
SSB-PriA inh – K. pneumoniae PriA-SSBct interaction inhibition. inhibition, % at 33 µM. AlphaScreen SSBct-PriA binding, biotinylated peptide. 430,000 tested, 0.6% active. AID 1272365; in the data active = inhibition mostly above about 37%, no sharp cut-off; inactive = mostly below about 20%;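 also: plate controls were negative control peptide for no effect and reference peptide for full effect; strong numbers were not always called active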
PrPC surface inh – cell surface PrPC inhibition, primary TR-FRET screen; TR-FRET read-out; inhibition, % at 13.8 µM; 370,000 tested, 0.43% active; AID 720596; in the data active = inhibition above about 24%; also: 0% = median of the test wells and 100% = reference compound wells
SARS 3CLpro inh – SARS-CoV 3CLpro protease inhibition. AID 1706. inhibition, % at 6 µM. recombinant SARS-CoV 3CLpro, quenched FRET peptide cleavage. 290,000 tested, 0.14% active; in the data active = inhibition above about 12%
CCHF vOTU inh – blocks the CCHF virus ovarian tumor domain protease; CCHFV vOTU protease, Pep-AMC fluorescence; inhibition, % at 11.5 µM; 370,000 tested, 0.55% active; in the data active = inhibition above about 30%; also: 0% = vehicle wells with enzyme and 100% = no enzyme wells
TcdB GH inh – TcdB glycohydrolase inhibition; P18177; inhibition, % at 9.99 µM; TcdB glycohydrolase enzymatic assay, plate reader; 350,000 tested, 0.24% active; in the data active = inhibition above about 10%
Active calls of the source: *; i = inactive; nt = no result given.

SMILES | Y pestis TopoI | VHR inh abs | Rv3671c protease | MazF activator | BH1578 lux ind | SSB-PriA inh | PrPC surface inh | SARS 3CLpro inh | CCHF vOTU inh | TcdB GH inh
COc1ccc(C2SCC(=O)Nc3c2c(=O)[nH]n3C2CCCCCC2)cc1OC (stereo unspecified) | 7 | 27 | 3 | -7 | 3.6 | -10 | -5 | -1 | 3 | nt
COc1ccc(NS(=O)(=O)c2ccc(Br)cc2)cn1 | 6 | -16 | -5 | 7 | -0.2 | -9 | 11 | 1 | 9 | 0.9
CCCOc1ccc(C(=O)NNC(=S)NC(=O)c2ccco2)cc1 | 1 | 2 | 6 | 3 | -0.6 | 2 | 7 | -2 | 9 | 1.1
O=S(=O)(Nc1ccc2c(c1)OCO2)c1ccc(F)c(F)c1 | -13 | nt | -9 | 1 | i | -7 | 6 | nt | 1 | 1.7
CC(=O)Nc1ccc(NC(=O)c2ccccc2C)cc1 | 3 | 10 | 4 | -2 | 257* | 3 | -1 | 0 | -11 | 1.2
COc1ccc(OC)c(CCNC(=O)CS(=O)(=O)Cc2nc(-c3ccccc3Cl)oc2C)c1 | 31 | 7 | 7 | 2 | i | 15 | -5 | 1 | 11 | -1.0
CC(C)(C)C1CCC(C(=O)OCC(=O)N2CCOCC2)CC1 (stereo unspecified) | 5 | -4 | 4 | 1 | i | 7 | 5 | -6 | -6 | 1.3
Cc1ccc(OCC(=O)NC(C)c2ccccc2)c([N+](=O)[O-])n1 (stereo unspecified) | -6 | 30 | 3 | 2 | -0.2 | -2 | -11 | 1 | -4 | 0.6
CCN1CCN(CCC(=O)Nc2ccccc2C)CC1 | 2 | 1 | 5 | 9 | i | -17 | 7 | -4 | 5 | 0.9
CCn1c2ccccc2c2nnc(SCC(=O)NCc3cccs3)nc21 | 10 | 22 | 2 | 0 | i | 7 | -11 | -4 | 7 | nt
Cn1c(=O)n(C)c2cc(N3CCOCC3)c(NC(=O)c3cccc(Cl)c3)cc21 | -11 | -12 | 2 | 12 | -6.2 | -2 | -1 | 0 | 2 | 0.3
CC1=C/C(=N\NC(=O)c2cccs2)CC(C)(C)C1 | -1 | 10 | 1 | 5 | -0.1 | nt | -1 | 4 | 6 | -0.2
CCn1c(CNC(=O)c2ccc(OC)cc2)nnc1SCC(=O)c1ccccc1 | 7 | 27 | 7 | 6 | -7.1 | -4 | 1 | 4 | 10 | nt
CCOC(=O)c1cc2sccc2n1CC(=O)N1CCCc2ccccc21 | -2 | 22 | 0 | 3 | i | -1 | 3 | 4 | -17 | 3.1
Cc1nonc1NC(=O)CSc1cn[nH]n1 | 6 | 26 | 1 | 15 | -1.3 | 1 | 0 | -3 | -7 | 0.7

Entries of single compounds, looked up by structure. Screens in order: Y pestis TopoI	VHR inh abs	Rv3671c protease	MazF activator	BH1578 lux ind	SSB-PriA inh	PrPC surface inh	SARS 3CLpro inh	CCHF vOTU inh	TcdB GH inh
Cc1ccc(OCC(=O)NC(C)c2ccccc2)c([N+](=O)[O-])n1 (stereo unspecified) is listed with -6	30	3	2	-0.2	-2	-11	1	-4	0.6
COc1ccc(NS(=O)(=O)c2ccc(Br)cc2)cn1 is listed with 6	-16	-5	7	-0.2	-9	11	1	9	0.9

Later entries
SMILES | Y pestis TopoI | VHR inh abs | Rv3671c protease | MazF activator | BH1578 lux ind | SSB-PriA inh | PrPC surface inh | SARS 3CLpro inh | CCHF vOTU inh | TcdB GH inh
Cc1nc2c(-c3ccccc3)c(C)nn2c(C)c1CCC(=O)NCc1ccco1 | -8 | -2 | -14 | 1 | -0.2 | 5 | 4 | 9 | -7 | -0.3
COc1ccc(C(CC(=O)O)N2Cc3ccccc3C2=O)cc1 (stereo unspecified) | -1 | 48 | 2 | -1 | i | -5 | -1 | -7 | 19 | 0.4
COc1cccc(C(=O)COc2ccc3ccc(=O)oc3c2)c1 | 1 | 11 | -20 | -5 | 0.2 | -19 | -1 | -2 | -5 | -2.8
O=C(Nc1ccc(Cl)cc1)Nc1nccs1 | -7 | 27 | -7 | -5 | 2.9 | -13 | 11 | 1 | -12 | nt
CCCSCCCNC(=O)Cn1c(=O)c2cccn2c2ccccc21 | 14 | nt | 0 | 2 | 1.2 | -8 | 7 | 0 | 4 | 2.5
CC1CC(C)CN(CC(=O)c2c[nH]c3ccccc23)C1 (stereo unspecified) | -8 | -8 | -12 | -26 | -0.5 | -1 | 6 | -3 | -2 | 0.6
CC(=O)Oc1cccc2c1C(=O)C1CC=CC(OC(C)=O)C1C2=O (stereo unspecified) | 61* | nt | nt | 37 | nt | 65 | -58 | nt | 1 | -1.1
Cc1nn(CC2CC2)c(=O)n1-c1ccc(Oc2ccccc2)cc1 | 5 | 5 | -6 | -10 | i | -8 | 10 | -1 | 12 | -0.2
CC1(C(=O)O)CCC(C(=O)NCCc2ccccc2)C1(C)C (stereo unspecified) | -5 | 20 | -3 | 1 | i | -7 | -5 | 1 | 6 | nt
COc1cccc(OC)c1C(=O)Nc1nc(-c2ccccc2)cs1 | 12 | -2 | -9 | 4 | -0.2 | 5 | 4 | -4 | -8 | 0.3
Cc1cccc(NC(=O)CSCC(=O)NCc2ccco2)c1 | 11 | 29 | -7 | 5 | -1.4 | -17 | 3 | -2 | -4 | 1.3
COc1ccc(Cl)cc1Cn1c(C)c(C(=O)NCc2ccc3c(c2)OCCO3)sc1=O | 26 | nt | nt | nt | -1.0 | nt | -7 | nt | 3 | 0.6
Cc1cc(C)nc(NC(=S)NC(=O)c2ccccc2F)n1 | 10 | nt | 5 | 5 | 0.9 | -6 | -3 | nt | 1 | 2.4

Another view of some results above.
| Structure | Y pestis TopoI | VHR inh abs | Rv3671c protease | MazF activator | BH1578 lux ind | SSB-PriA inh | PrPC surface inh | SARS 3CLpro inh | CCHF vOTU inh | TcdB GH inh |
| --- | --- | --- | --- | --- | --- | --- | --- | --- | --- | --- |
| COc1ccc(C(CC(=O)O)N2Cc3ccccc3C2=O)cc1 (stereo unspecified) | -1 | 48 | 2 | -1 | i | -5 | -1 | -7 | 19 | 0.4 |
| COc1cccc(C(=O)COc2ccc3ccc(=O)oc3c2)c1 | 1 | 11 | -20 | -5 | 0.2 | -19 | -1 | -2 | -5 | -2.8 |
| O=C(Nc1ccc(Cl)cc1)Nc1nccs1 | -7 | 27 | -7 | -5 | 2.9 | -13 | 11 | 1 | -12 | nt |
| CCCSCCCNC(=O)Cn1c(=O)c2cccn2c2ccccc21 | 14 | nt | 0 | 2 | 1.2 | -8 | 7 | 0 | 4 | 2.5 |
| CC1CC(C)CN(CC(=O)c2c[nH]c3ccccc23)C1 (stereo unspecified) | -8 | -8 | -12 | -26 | -0.5 | -1 | 6 | -3 | -2 | 0.6 |
| CC(=O)Oc1cccc2c1C(=O)C1CC=CC(OC(C)=O)C1C2=O (stereo unspecified) | 61* | nt | nt | 37 | nt | 65 | -58 | nt | 1 | -1.1 |
| Cc1nn(CC2CC2)c(=O)n1-c1ccc(Oc2ccccc2)cc1 | 5 | 5 | -6 | -10 | i | -8 | 10 | -1 | 12 | -0.2 |
| CC1(C(=O)O)CCC(C(=O)NCCc2ccccc2)C1(C)C (stereo unspecified) | -5 | 20 | -3 | 1 | i | -7 | -5 | 1 | 6 | nt |
| COc1cccc(OC)c1C(=O)Nc1nc(-c2ccccc2)cs1 | 12 | -2 | -9 | 4 | -0.2 | 5 | 4 | -4 | -8 | 0.3 |
| Cc1cccc(NC(=O)CSCC(=O)NCc2ccco2)c1 | 11 | 29 | -7 | 5 | -1.4 | -17 | 3 | -2 | -4 | 1.3 |
| COc1ccc(Cl)cc1Cn1c(C)c(C(=O)NCc2ccc3c(c2)OCCO3)sc1=O | 26 | nt | nt | nt | -1.0 | nt | -7 | nt | 3 | 0.6 |
| Cc1cc(C)nc(NC(=S)NC(=O)c2ccccc2F)n1 | 10 | nt | 5 | 5 | 0.9 | -6 | -3 | nt | 1 | 2.4 |

Source: PubChem (several laboratories)

An excerpt (hit frequency here may not be typical).
